MBNL1 CUG block: qHTS Assay for Inhibitors of MBNL1-poly(CUG) RNA binding; TR-FRET MBNL1-His/biotin-(CUG)12 binding, 665/545 ratio; Muscleblind-like protein 1 (Homo sapiens), Q9NR56; AID 2675, 2010; Potency, µM (top dose mostly 57.5 µM), without a hit: top-dose activity change, negative = inhibition, most hits filed as inhibitors; 0.036% of 280,000 active; active means well fitted inhibition curve with a large enough effect in the signal ratio, with a control signal flat, not every such curve was filed as active; inconclusive means small, poorly fitted or top-dose-only effect, or effect the other way, or a change in a side signal; inactive means no such curve, though single readings can be large or run the other way; the % refers to the signal ratio; further: potency means the concentration at half of the fitted maximal effect; on the % scale 0 is the no-effect control and ±100 the full control effect
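Compounds (final 92 nM to 58 uM) are added to His-tagged MBNL1 and biotin-(CUG)12, then terbium anti-His antibody and streptavidin-XL665 (5 nM final). After 60 min at room temperature, the 665/545 nm ratio is read.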
a7 integrin act: qHTS for Activators of Integrin-Mediated Alleviation for Muscular Dystrophy; alpha7betagal myoblasts, beta-gal FDG fluorescence, 48 h; Potency, µM (top dose mostly 38.3 µM), inactives show at the top dose activation, usual class: activators; 0.064% of 350,000 active; AID 624291, 2012;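 further: potency means the concentration at half of the fitted maximal effect; 100% = response of the positive control SU9516; nearly all actives have a fitted effect of over 60% in size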
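Alpha7betagal+/- myoblasts (passage 13) were plated 16-24 hr, then exposed to compounds (1:260 dilution of DMSO stock) for 48 hours at 37C. After MPER lysis, β-galactosidase reporter activity was read as FDG fluorescence (ex 480/em 540) after 30 minutes.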
AT treatment: qHTS Assay for Identifying a Potential Treatment of Ataxia-Telangiectasia; […] A-T fibroblasts, KAP-1 phosphorylation AlphaLISA; neocarzinostatin DNA damage 30 min before lysis; AID 485349, 2010; Potency, µM (series often up to 57.5 µM), without a hit: top-dose activation, most hits filed as activators; 0.19% of 320,000 active; further: potency means the concentration at half of the fitted maximal effect; % of control where 0% means no effect; nearly all actives have a fitted effect of over 45% in size
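ATM-like activity read as KAP-1 phosphorylation via AlphaLISA donor/acceptor antibody pairs after lysis and 6 hr at 25C. Cells were ATM-null patient fibroblasts ([…], hTERT), dosed 60 min, then exposed to the DSB inducer NCS for 30 min.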
Menin-MLL TR inh: qHTS Assay for Inhibitors Targeting the Menin-MLL Interaction in MLL Related Leukemias: Competition With Texas Red Labeled MLL-derived Mutant Peptide; AID 1768, 2009; 0.23% of 270,000 active; Menin + Texas Red MLL mutant peptide, fluorescence polarization; O00255; Potency, µM (doses to about 61.6 µM), inactives show at the highest dose FP activity change, negative = inhibition, hits mostly inhibitors; active means well fitted inhibition curve with a large enough effect in the polarisation, with a control signal flat, not every such curve was filed as active; inconclusive means small, poorly fitted or top-dose-only effect, or effect the other way, or a change in a side signal; inactive means no such curve, though single readings can be large or run the other way; the % refers to the polarisation; further: potency means the concentration at half of the fitted maximal effect; % of control where 0% means no effect; many of its hits are not listed in these tables
TCR activator: Activators of T cell receptors: qHTS campaign; primary human leukocytes, anti-CD3, IL-2 HTRF, 48 h; Potency, µM (series often up to 9.22 µM), for inactives: top-dose activation of IL-2 secretion, most hits filed as activators; 330,000 tested, under 10 active; AID 504894, 2011; further: % of control where 0% means no effect
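Human primary leukocytes + a-CD3 beads + cpd, 48 hr; IL-2 in supernatant by HTRF (ex 320nm / em 665nm). No co-stimulatory signal supplied.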
TSHR antagonist: Antagonists of the Thyroid Stimulating Hormone Receptor: HTS campaign | Thyrotropin receptor (Homo sapiens), P16473 | TSHR-expressing cells, TSH-stimulated cAMP HTRF, 2 h; stronger effect = lower value | activity change, negative = inhibition, % at 11.5 µM | 0.2% of 330,000 active | AID 504810, 2011;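 active means activity change below a set negative limit, meaning inhibition stronger than a set level, cut at about -70% in these data; inconclusive means activity change between two set negative limits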; further: on the % scale 0 is the no-effect control and ±100 the full control effect
Target sequence (P16473 whole entry, looked up): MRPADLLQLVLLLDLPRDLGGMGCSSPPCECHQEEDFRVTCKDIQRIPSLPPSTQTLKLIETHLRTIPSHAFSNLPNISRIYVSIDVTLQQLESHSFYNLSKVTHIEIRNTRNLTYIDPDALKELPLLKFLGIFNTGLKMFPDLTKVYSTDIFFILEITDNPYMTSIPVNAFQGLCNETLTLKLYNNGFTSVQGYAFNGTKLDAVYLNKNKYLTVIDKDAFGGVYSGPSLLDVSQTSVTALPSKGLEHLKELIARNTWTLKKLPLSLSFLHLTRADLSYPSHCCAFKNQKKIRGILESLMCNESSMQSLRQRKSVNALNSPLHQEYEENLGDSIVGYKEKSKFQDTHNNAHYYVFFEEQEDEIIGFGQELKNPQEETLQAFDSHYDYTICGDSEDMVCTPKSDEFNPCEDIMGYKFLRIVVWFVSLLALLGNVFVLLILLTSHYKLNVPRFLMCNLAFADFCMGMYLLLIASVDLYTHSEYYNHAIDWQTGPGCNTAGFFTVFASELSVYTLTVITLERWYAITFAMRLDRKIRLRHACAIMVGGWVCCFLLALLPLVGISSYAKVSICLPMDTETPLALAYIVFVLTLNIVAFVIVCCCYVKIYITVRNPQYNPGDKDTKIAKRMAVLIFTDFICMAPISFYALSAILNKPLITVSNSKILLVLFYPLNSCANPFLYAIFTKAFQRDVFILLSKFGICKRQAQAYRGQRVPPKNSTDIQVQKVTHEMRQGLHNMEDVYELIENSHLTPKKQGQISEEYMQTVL
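TSHR-expressing cells were treated with compounds, then stimulated with TSH at EC80 (4nM final) for 2 hours at 37 deg C. Cellular cAMP was measured by HTRF competition between lysate cAMP and cAMP-d2 for a cryptate-labelled anti-cAMP antibody.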
MLL CXXC-DNA inh: qHTS Fluorescence Polarization Assay for Inhibitors of MLL CXXC domain - DNA interaction; Histone-lysine N-methyltransferase 2A (Homo sapiens), Q03164; MLL-CXXC / FITC-HOXA9 DNA fluorescence polarization; Potency, µM (series often up to 115 µM), without a hit: at the highest dose activity change, negative = inhibition, most hits filed as inhibitors; 0.037% of 290,000 active; AID 2662, 2010; active means well fitted inhibition curve with a large enough effect in the polarisation, with a control signal flat, not every such curve was filed as active; inconclusive means small, poorly fitted or top-dose-only effect, or effect the other way, or a change in a side signal; inactive means no such curve, though single readings can be large or run the other way; the % refers to the polarisation; further: potency means the concentration at half of the fitted maximal effect
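Purified MLL-CXXC (added from a 7 uM solution) was preincubated 5 min at ambient with pinned compounds in 50 mM Tris-HCl pH 7.5, 50 mM NaCl, 1 mM DTT, 0.05% BSA. Fluorescein-labeled HOX-A9 DNA (50 nM solution) followed, 30 min, then polarization read.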
Mito fusion act: qHTS Assay for Small Molecule Inhibitors of Mitochondrial Division or Activators of Mitochondrial Fusion; S. cerevisiae fusion-defective mutant growth rescue, CellTiterGlo 48 h; Potency, µM (titrated, usually from 46.1 µM), for the others: at the highest dose growth rescue (activation), hits mostly activators; 0.23% of 320,000 active; AID 485298, 2010;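 further: potency means the concentration at half of the fitted maximal effect; % of control where 0% means no effect; nearly all actives have a fitted effect of over 45% in size; temperature-sensitive fusion mutants such as fzo1-1 at 37 °C on non-fermentable ethanol glycerol medium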
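S. cerevisiae fusion-defective temperature-sensitive mutants (e.g. fzo1-1, mgm1-5) grown 48 h at 37C in YPEG (ethanol/glycerol non-fermentable) medium with 23 nl compound per well; growth rescue read as CellTiterGlo luminescence.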
ASM inhibitor: Inhibitors of Secretory Acid Sphingomyelinase (S-ASM): qHTS; Sphingomyelin phosphodiesterase (Homo sapiens), P17405; placental ASM, HMU-PC fluorogenic substrate, 60 min; Potency, µM (doses to about 57.5 µM), without a hit: at the highest dose activity change, negative = inhibition, actives largely listed as inhibitors; 0.006% of 340,000 active; further: potency means the concentration at half of the fitted maximal effect
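qHTS format. ASM enzyme prepared from human placenta hydrolyses the fluorogenic substrate HMU-PC0 (9 uM final) over 60 min at 37 °C after a 10 min compound preincubation.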
PTAP TSG101 blk: qHTS Assay for Iinhibitors of HIV-1 Budding by Blocking the Interaction of PTAP/TSG101; 340,000 tested, under 10 active; AID 493005, 2010; Potency, µM (titrated, usually from 115 µM), for the others: at the top dose activity change, negative = inhibition, hits mostly inhibitors; Tumor susceptibility gene 101 protein (Homo sapiens), Q99816; Fluorescence polarization, FITC-PTAP peptide / Tsg101 binding; active means well fitted inhibition curve with a large enough effect in the main read-out, with a control signal flat, not every such curve was filed as active; inconclusive means small, poorly fitted or top-dose-only effect, or effect the other way, or a change in a side signal; inactive means no such curve, though single readings can be large or run the other way; further: potency means the concentration at half of the fitted maximal effect; % of control where 0% means no effect
Target sequence (Q99816 whole entry, looked up): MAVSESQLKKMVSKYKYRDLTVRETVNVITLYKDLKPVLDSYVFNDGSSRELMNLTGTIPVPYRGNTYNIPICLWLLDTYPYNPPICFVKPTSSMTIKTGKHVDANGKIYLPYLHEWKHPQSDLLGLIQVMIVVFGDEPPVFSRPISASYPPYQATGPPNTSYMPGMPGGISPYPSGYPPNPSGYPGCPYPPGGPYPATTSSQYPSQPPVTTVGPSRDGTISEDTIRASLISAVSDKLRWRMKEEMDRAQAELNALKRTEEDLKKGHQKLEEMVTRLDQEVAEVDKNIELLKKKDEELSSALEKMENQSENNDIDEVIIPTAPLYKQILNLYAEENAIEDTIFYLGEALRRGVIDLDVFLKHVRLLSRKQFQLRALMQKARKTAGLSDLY
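FP read-out: FITC-PTAP peptide, 50 nM final, binding Tsg101 binding domain, 10 uM final; 20 min, r.t.; 10 mM HEPES pH 7.5, 0.15 M NaCl, 0.01% Tween 20, 3 mM EDTA, 0.1 mM TCEP.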
* marks the source's active call; other numbers are inactive results; ? = inconclusive; nt = no result given; [ ] = dose if it differs, or a comment. Unless noted, the call rests on the fitted dose curve; in most records, active means well fitted curve in the direction sought with a large enough effect; inconclusive means small, poorly fitted or top-dose-only effect, or another doubt; inactive means no such curve, though single readings can be large; an effect the other way counts as inactive or inconclusive. These rows are one share of the data, so the mix of outcomes need not match the whole.

No.	SMILES	MLL CXXC-DNA inh	PTAP TSG101 blk	ASM inhibitor	TSHR antagonist	Menin-MLL TR inh	a7 integrin act	Mito fusion act	MBNL1 CUG block	AT treatment	TCR activator
1	ClCc1c2ccccc2cc2ccccc12	nt	-19%	432%[activator]	0	nt	nt	15%	nt	16%	-8%
2	COc1ccc(CCNC(=O)c2c(C)cc(=O)oc2C)cc1OC	9%	-3%	-2%	4	11%	-1%	1%	-3%	-1%	-38%
3	COc1ccc(-c2cc(C(=O)Nc3cc(S(N)(=O)=O)ccc3C)c3ccccc3n2)cc1OC	nt	0%	67%[activator]	nt	nt	-10%	nt	nt	nt	1%
4	CCCN1CCC(=O)N([C@H](CSc2ccc(Br)cc2)Cc2ccccc2)CC1	4%	0%	-2%	-1	nt	21%	-42%[inhibitor]	1%	6%	-2%
5	O=C(CSc1nnc(CNC(=O)c2ccc(F)cc2)o1)Nc1ccc2c(c1)OCO2	19%	-1%	-3%	5	nt	0%	0%	-3%	2%	-3%
6	CCNC(=O)c1cc(S(=O)(=O)N(C)C)c(Cl)cc1Cl	6%	-2%	4%	8	5%	-2%	0%	-16%	-3%	-5%
7	CC(C)NC(=S)N1CCCN(c2ncccc2[N+](=O)[O-])CC1	16%	0%	-6%	4	10%	4%	-5%	22%	-2%	-6%
8	COc1ccc(C(O)(c2ccccc2OC)C(CN2CCOCC2)c2ccccc2)cc1 (stereo not drawn)	1%	-2%	8%	0	?	20%	1%	10%	-3%	-5%
9	CC1=NN(C)C(=O)C1Cc1c(F)cccc1Cl (stereo not drawn)	nt	-1%	3%	nt	nt	-1%	nt	nt	nt	0%
10	CCOc1cc(Cl)c(NC(=O)c2ccco2)cc1OCC	-1%	-1%	2%	-1	-6%	24%	-1%	-4%	3%	-3%[46.1 µM]
11	Fc1ccc(CSc2ncnc3nc[nH]c23)cc1	14%	-2%	-2%	1	8%	-22%	24%	4%	7%	4%
12	CC(=O)Nc1ccc(OCC(O)CNC(C)C)cc1 (stereo not drawn)	3%	1%	-2%	nt	-3%	nt	nt	nt	nt	-12%
13	COc1ccc(Nc2oc(COc3ccccc3F)nc2C#N)cc1	-9%	-3%	-5%	-12	-3%[11.7 µM]	-10%	-1%	0%	-2%	-3%
14	CN(C)S(=O)(=O)c1cccc(NC(=O)COC(=O)CCSc2ccc(Cl)cc2)c1	16%	-3%	-13%	0	?	-4%	-1%	-20%	-3%	-5%[46.1 µM]
15	COc1ccc(NC(=S)N(CCCN2CCCC2)Cc2ccco2)cc1	-7%	-1%	2%	1	3%	-14%	-1%	0%	0%	-3%
16	CCc1nnc(NC(=O)CSc2nc3c(c(=O)n2C)SC(C)C3)s1 (stereo not drawn)	12%	-3%	2%	-10	7%	7%	-2%	4%	0%	-3%[46.1 µM]
17	CCCCCCC[C@@H](C/C=C/CCC(=O)N(C)C/C(=C/Cl)C/C(=C\C(=O)N1CC(OC)=CC1=O)OC)OC	nt	-11%	-18%	11	nt	?	nt	nt	-49%[inhibitor]	96%
18	O=C(NCC(=O)N(Cc1ccccc1)C(C(=O)NC1CCCC1)c1ccncc1)c1ccco1 (stereo not drawn)	-12%	-7%	4%	34	-11%	12%	4%	?	nt	-1%[46.1 µM]
19	Cc1sc2nc(CN(CCc3ccccc3)C(=O)c3ccco3)[nH]c(=O)c2c1C	-5%	-6%	1%	29	-9%	22%	3%	7%	9%	-1%
20	O=C(CCc1ccccc1)NCc1ccc2c(c1)OCO2	-2%	-1%	1%	-1	15%	9%	4%	-5%	4%	0%
21	CCCCOC(=O)C1=C(C)NC(=O)NC1c1cccc([N+](=O)[O-])c1 (stereo not drawn)	-10%	-11%	-3%	6	-7%	-25%	1%	?	-10%	1%
22	CCOc1ccc(-c2c(C(=O)N/N=C/c3ccc(OC)cc3)nnn2-c2nonc2N)cc1	8%	0%	-4%	3	0%	37%	-6%	nt	-5%	-4%[46.1 µM]
23	COc1ccc(Cl)cc1NC(=O)C(C)Sc1n[nH]c(N)n1 (stereo not drawn)	-8%	0%	0%	9	9%	-27%	-3%	-7%	2%	2%
24	O=S(=O)(NCC(c1cccnc1)N1CCN(c2ccc(F)cc2)CC1)c1cc(F)ccc1F (stereo not drawn)	nt	-7%	-2%	nt	nt	-3%	nt	nt	nt	0%
25	Cc1ccccc1Nc1nc(N)nc(COC(=O)c2cccc(S(=O)(=O)NCc3ccccc3)c2)n1	2%	1%	-15%	17	-6%	-14%	-6%	nt	7%	7%[46.1 µM]
26	Cc1cccc(NC(=O)c2c([N+](=O)[O-])c(C(C)(C)C)nn2C)c1	-1%	-1%	-2%	-8	7%	?	7%	-11%	nt	-1%[46.1 µM]
27	CCCC(NCC(O)COc1ccc(-c2ccccc2)cc1)c1ccccc1 (stereo not drawn)	-2%	-1%	-12%	-3	-16%	-61%[inhibitor]	3%	6%	3%	7%
28	CC(C)(C)n1nc2c(c1NC(=O)c1ccccc1)CS(=O)(=O)C2	7%	1%	0%	9	0%	0%	-2%	-8%	1%	-5%
29	CCC1=NN(C(=O)Cc2ccc([N+](=O)[O-])cc2)C(O)(c2ccc(Br)cc2)C1 (stereo not drawn)	2%	0%	-4%	4	-6%	-5%	25%	22%	-1%	-1%[46.1 µM]
30	O=C(NCc1ccncc1)Nc1cccc([N+](=O)[O-])c1	-10%	-3%	0%	-6	?	-14%	1%	?	-1%	-6%
31	NC(=S)N/N=C/c1ccc(C23CC4CC(CC(C4)C2)C3)cc1	3%	0%	-1%	-22	-10%	15%	-18%	9%	20%	8%
32	COc1ccc(/C=N/NC(=O)C(=O)NCc2cccnc2)cc1	2%	-2%	0%	3	7%	-13%	2%	?	0%	2%
33	CCOC(=O)c1ccc(NC(=O)NC(C)C2CCCO2)cc1 (stereo not drawn)	5%	-8%	-2%	-1	27%	-18%	-3%	-16%	-1%	-1%
34	Cc1cc(C)c(C#N)c(SCC(=O)Nc2ccccc2C)n1	-3%	-2%	8%	-5	-1%	-6%	5%	19%	-2%	1%
35	Cc1nnc(NC(=O)c2ccc(F)c(S(=O)(=O)N3CCOCC3)c2)s1	nt	1%	2%	41	nt	5%	nt	nt	6%	5%
36	COc1ccc(-n2cc(CNC3CCC(O)CC3)c(-c3cccc(F)c3)n2)cc1 (stereo not drawn)	0%	-6%	-1%	0	15%	-56%[inhibitor]	-2%	-8%	-7%	-5%
37	COc1ccc(CC(=O)Nc2c(C(N)=O)oc3ccccc23)cc1	21%	-2%	-11%	-7	13%	20%	-63%[inhibitor]	9%	1%	-2%
38	Cc1ccc(NC(=S)NNC(=O)c2c([N+](=O)[O-])c(C)nn2C)cc1	7%	-9%	2%	7	nt	16%	-1%	-8%	2%	9%
39	Cc1cc(N2O[C@]34C=C[C@]25C[C@@H](O)CC[C@]5(C)C3CC[C@]2(C)[C@@H]([C@H](C)/C=C/[C@H](C)C(C)C)CC[C@H]24)no1 (stereo partly drawn)	nt	-5%	-1%	11	nt	15%	nt	nt	-1%	-8%[46.1 µM]
40	Cc1ccc(N2CC(C(=O)Nc3c4c(nn3C(C)(C)C)CS(=O)(=O)C4)CC2=O)cc1 (stereo not drawn)	1%	-5%	6%	-4	nt	0%	-1%	2%	1%	-5%
41	O=C(CCc1nnc(CCCc2ccccc2)o1)NCC(F)(F)F	1%	-3%	7%	0	10%	-1%	5%	-8%	-2%	8%
42	COc1cc2c(C#N)c(N3CCN(C)CC3)nc(N)c2c(N)n1	16%	nt	nt	-6	2%	nt	0%	-3%	3%	nt
43	O=[N+]([O-])c1ccc(OCC(O)CN2CCN(c3ccccc3F)CC2)cc1 (stereo not drawn)	5%	-2%	-2%	0	-5%	-15%	10%	?	-1%	1%[46.1 µM]

Assay outcomes deposited in PubChem BioAssay by National Center for Advancing Translational Sciences (NCATS).
